NR2E3 ag-1: agonists of human NR2E3 nuclear receptor. inhibition of corepressor binding, % at 3.98 µM. AID 602229. actives 0.35% (n = 360,000). CHO-S Gal4-NCOR/VP16-NR2E3 two-hybrid, luciferase;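 active = inhibition above the mean of all tested compounds plus 3 SD, cut at about 70% in these data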;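 also: 0% = DMSO with NR2E3 transfected cells and 100% = cells lacking NR2E3 construct; higher means lower luciferase signal from less NR2E3 corepressor binding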
Target sequence (Q9Y5X4 whole entry, looked up, the tested form may be a part): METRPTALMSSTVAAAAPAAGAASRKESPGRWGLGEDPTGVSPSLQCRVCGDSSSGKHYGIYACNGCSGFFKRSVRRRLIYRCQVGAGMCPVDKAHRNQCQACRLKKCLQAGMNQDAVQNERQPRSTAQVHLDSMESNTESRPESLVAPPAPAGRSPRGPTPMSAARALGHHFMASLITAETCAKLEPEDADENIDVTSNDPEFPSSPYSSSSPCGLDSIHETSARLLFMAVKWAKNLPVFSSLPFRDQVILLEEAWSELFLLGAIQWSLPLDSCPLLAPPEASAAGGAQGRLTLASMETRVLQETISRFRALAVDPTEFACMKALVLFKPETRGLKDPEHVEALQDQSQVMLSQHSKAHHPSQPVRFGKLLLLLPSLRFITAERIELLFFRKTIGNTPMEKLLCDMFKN
KKLEB cytotox: counter-screen for CF NF-kB inhibitors: cytotoxicity; KKLEB CF airway cells viability, ATPlite luminescence, overnight; stronger effect = lower value; cells stimulated with P. aeruginosa culture filtrate; activity change (cytotoxicity), % at 5 µM; actives 0.36% (n = 360,000); AID 602141;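 active = corrected activity change at or below -50% at 5 µM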
HIF-2a block: HIF-2a inhibition; AID 624352; 786-0 RCC cells HIF-2a reporter, luciferase luminescence, overnight; actives 0.72% (n = 360,000); inhibition, % at 18.8 µM;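 active = inhibition of the luminescence signal of 40% or more relative to plate controls, in a single-dose primary screen at 18.75 µM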
hiPSC survival: hiPSC single-cell survival enhancement; AID 602274; survival enhancement, % at 20 µM; actives 0.044% (n = 360,000); ATPlite luminescence; 100% = ROCK inhibitor wells, 0% = DMSO; in the data active = survival enhancement above about 18%;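 also: cells exposed to compounds for 16 hours before the ATP read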
CF NFkB block: cystic fibrosis NF-kB activation inhibition; KKLEB NF-kB-GFP reporter, PAF-induced, GFP fluorescence overnight; inhibition, % at 5 µM; actives 0.86% (n = 360,000);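 active = at least 50% inhibition at 5 µM, scaled per plate between neutral and stimulator controls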;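 also: PAF is a Pseudomonas aeruginosa culture filtrate used as stimulus; plate controls were PAF-stimulated DMSO wells for no effect and unstimulated DMSO wells for full effect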
Peg3 promoter: Peg3 promoter activity inhibition; inhibition, % at 20 µM; HeLa PEG-Prom luciferase reporter, luminescence, overnight; actives 1.7% (n = 360,000);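 active = inhibition of at least 50% at 20 µM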
TRAIL sens C8: sensitizes caspase-8 expressing cells to TRAIL | NB7+C8 cells + TRAIL, ATPlite viability luminescence | inhibition (viability loss, TRAIL sensitization), % at 10 µM | actives 1% (n = 360,000) | AID 624354;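 active = compounds causing at least 50% loss of cell viability in the single-dose screen, relative to plate controls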
EBV LMP1 NFkB: inhibitors of Epstein-Barr LMP1-induced NF-kappaB reporter | LMP1-induced NF-kappaB luciferase reporter cells, luminescence | inhibition, % at 12.5 µM | actives 0.69% (n = 350,000); in the data active = inhibition above about 41%;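 also: 0% = neutral control wells and 100% = reference inhibitor control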
MITF TRPM1 inh: MITF TRPM1 promoter inhibition in SK-MEL-5 cells | inhibition, % at 12.5 µM | actives 0.83% (n = 330,000) | SK-MEL-5 TRPM1 promoter luciferase, 24 h | AID 488899;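 active = mean inhibition across replicates of 60% or more, whatever share of single replicates reaches that level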; also: values of inactives mirror those of a sister screen read the other way
Shn3 3UTR inh: Schnurri-3 reporter inhibition in Clone20 osteoblasts; Clone20 osteoblast Shn3 3'UTR firefly luciferase, 24 h; inhibition, % at 12.5 µM; actives 0.52% (n = 360,000); AID 588674;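 active = mean inhibition of at least 75% with every replicate also reaching 75%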;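 also: 0% = median of neutral control wells and 100% = pilot-screen positive control compound; some compounds past the cut are filed as inactive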
NR2E3 ag-2: NR2E3 (human) agonism; Q9Y5X4; inhibition of corepressor binding, % at 4.78 µM; GST-NR2E3/biotin-RetCOR TR-FRET, 1536-well; AID 2300; actives 0.12% (n = 320,000);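 active = percent inhibition above the cutoff of mean plus 3 SD of all tested compounds, set per screening campaign, cut at about 20% in these data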;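 also: 0% = DMSO wells and 100% = biotin wells as full block of FRET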
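System: GST-NR2E3 and biotin-RetCOR proteins; probe or stimulus: 7 nM biotin-RetCOR; doses: compound at 4.8 µM, single dose; schedule: Compound–protein incubation for 5 h at 4 °C; detection: time-resolved FRET; read-out: percent inhibition; controls: biotin wells as high control, 0.6% DMSO wells as low control; format: 1536-well plates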
Starred values were filed as active, the others as inactive; / = no result given.

A first look, 16 compounds:
item	mol	NR2E3 ag-1	KKLEB cytotox	HIF-2a block	hiPSC survival	CF NFkB block	Peg3 promoter	TRAIL sens C8	EBV LMP1 NFkB	MITF TRPM1 inh	Shn3 3UTR inh	NR2E3 ag-2
1	Cc1ccc(S(=O)(=O)N2Cc3ccccc3CC2C(=O)Nn2cnnc2)cc1 (stereo unspecified)	5	-7	15	5.4	6	1	0	3	6	1	-1
2	Cc1cnc(NC(=O)CSc2nnc(-c3ccccc3)o2)s1	-108	13	-98	0.7	-4	-218	9	15	-18	-25	2
3	COc1ccc(Nc2nc(-c3ccccc3F)nc3ccccc23)cc1OC	-27	-1	-44	-0.3	13	21	-4	29	2	22	0
4	CC(C)(C)NC(=O)C(=O)NNC(=O)c1cccc(F)c1	-44	-3	-105	-1.6	-5	-64	-4	-11	-25	-25	4
5	c1ccc(COn2nnc3ccccc32)c(COn2nnc3ccccc32)c1	1	2	9	-2.6	-12	-33	0	5	-7	16	5
6	N#CCCN(CCC#N)S(=O)(=O)c1ccc(C(=O)Nc2nnc(C3=COCCO3)o2)cc1	6	3	5	-1.4	12	-1	-2	-6	3	18	3
7	COc1ccc(C(=O)CN2CCN(c3ccc(F)cc3)CC2)cc1	-16	-6	2	-0.1	-12	-6	-8	-4	3	-6	6
8	Cc1cccc(Nc2nc(N)nc(CN3CCC(C(N)=O)CC3)n2)c1C	3	1	7	0.5	-5	17	3	-2	9	-10	1
9	O=C(NCCCn1ccnc1)/C(=C\c1cccs1)NC(=O)c1cccs1	5	4	5	-0.5	27	-8	0	3	11	-19	-1
10	COC(=O)c1oc2ccccc2c1NC(=O)CN1CCCC1	3	3	15	-0.6	7	-5	-7	7	-8	14	-2
11	COc1ccc(Nc2cc(C(=O)NCCCN3CCN(C)CC3)c3ccccc3n2)cc1	-11	-9	-6	-3.7	-5	-11	-4	1	-3	1	-3
12	c1ccc2[nH]c(CSc3nccs3)nc2c1	-20	6	-63	5.5	4	-50	-13	1	-27	3	-2
13	O=C(NCC(=O)N(c1cccc(F)c1)C(C(=O)NC1CCCC1)c1ccncc1)c1ccco1 (stereo unspecified)	-6	6	-3	-0.4	4	-7	-5	-2	-5	-5	2
14	O=[N+]([O-])c1cccc(/C=C/c2ccncc2)c1	-16	-8	-89	0.3	-6	-63	-3	2	-16	-9	0
15	CCOP(=O)(OCC)C(NC(=O)/C=C/c1ccc(OC)cc1)c1ccccc1 (stereo unspecified)	12	9	6	0.0	-3	15	-3	-12	-7	-21	1
16	Cc1cc(Nc2ccccc2)nc(N2CCOCC2)n1	0	-1	-26	-0.1	7	-17	-14	-21	-9	-11	-3

The whole of this part, previewed entries included:
item	mol	NR2E3 ag-1	KKLEB cytotox	HIF-2a block	hiPSC survival	CF NFkB block	Peg3 promoter	TRAIL sens C8	EBV LMP1 NFkB	MITF TRPM1 inh	Shn3 3UTR inh	NR2E3 ag-2
1	Cc1ccc(S(=O)(=O)N2Cc3ccccc3CC2C(=O)Nn2cnnc2)cc1 (stereo unspecified)	5	-7	15	5.4	6	1	0	3	6	1	-1
2	Cc1cnc(NC(=O)CSc2nnc(-c3ccccc3)o2)s1	-108	13	-98	0.7	-4	-218	9	15	-18	-25	2
3	COc1ccc(Nc2nc(-c3ccccc3F)nc3ccccc23)cc1OC	-27	-1	-44	-0.3	13	21	-4	29	2	22	0
4	CC(C)(C)NC(=O)C(=O)NNC(=O)c1cccc(F)c1	-44	-3	-105	-1.6	-5	-64	-4	-11	-25	-25	4
5	c1ccc(COn2nnc3ccccc32)c(COn2nnc3ccccc32)c1	1	2	9	-2.6	-12	-33	0	5	-7	16	5
6	N#CCCN(CCC#N)S(=O)(=O)c1ccc(C(=O)Nc2nnc(C3=COCCO3)o2)cc1	6	3	5	-1.4	12	-1	-2	-6	3	18	3
7	COc1ccc(C(=O)CN2CCN(c3ccc(F)cc3)CC2)cc1	-16	-6	2	-0.1	-12	-6	-8	-4	3	-6	6
8	Cc1cccc(Nc2nc(N)nc(CN3CCC(C(N)=O)CC3)n2)c1C	3	1	7	0.5	-5	17	3	-2	9	-10	1
9	O=C(NCCCn1ccnc1)/C(=C\c1cccs1)NC(=O)c1cccs1	5	4	5	-0.5	27	-8	0	3	11	-19	-1
10	COC(=O)c1oc2ccccc2c1NC(=O)CN1CCCC1	3	3	15	-0.6	7	-5	-7	7	-8	14	-2
11	COc1ccc(Nc2cc(C(=O)NCCCN3CCN(C)CC3)c3ccccc3n2)cc1	-11	-9	-6	-3.7	-5	-11	-4	1	-3	1	-3
12	c1ccc2[nH]c(CSc3nccs3)nc2c1	-20	6	-63	5.5	4	-50	-13	1	-27	3	-2
13	O=C(NCC(=O)N(c1cccc(F)c1)C(C(=O)NC1CCCC1)c1ccncc1)c1ccco1 (stereo unspecified)	-6	6	-3	-0.4	4	-7	-5	-2	-5	-5	2
14	O=[N+]([O-])c1cccc(/C=C/c2ccncc2)c1	-16	-8	-89	0.3	-6	-63	-3	2	-16	-9	0
15	CCOP(=O)(OCC)C(NC(=O)/C=C/c1ccc(OC)cc1)c1ccccc1 (stereo unspecified)	12	9	6	0.0	-3	15	-3	-12	-7	-21	1
16	Cc1cc(Nc2ccccc2)nc(N2CCOCC2)n1	0	-1	-26	-0.1	7	-17	-14	-21	-9	-11	-3
17	CC(C)COc1ccc(/C(=N/O)c2ccccc2)cc1	-54	4	-172	0.8	21	-127	4	1	-35	-35	1
18	CC(=O)Nc1ccc(S(=O)(=O)N2CCC(C(=O)Nc3nccs3)CC2)cc1	-15	4	5	-0.2	-14	-10	8	4	4	22	-3
19	Cc1cc(C(=O)COC(=O)C2=NNC(=O)CC2)c(C)n1-c1cccc(C(F)(F)F)c1	5	1	16	0.3	3	11	-4	-5	8	-7	1
20	COc1ccccc1C(=O)NCCC(=O)N(C)CC(=O)Nc1ccc(C)cc1	-5	7	2	-0.2	-11	-4	1	-3	0	-5	-4
21	O=C(COC(=O)c1cc(-c2ccccn2)nc2ccccc12)Nc1ncc(C(F)(F)F)cc1Cl	-6	-22	23	-0.5	-4	25	-10	-12	7	-3	4
22	CCN(C(=O)COC(=O)c1cccc(S(=O)(=O)N(CC)CC)c1)C1CCS(=O)(=O)C1 (stereo unspecified)	-8	15	9	0.6	4	1	3	7	-1	3	4
23	CN1CCN(c2cc(-c3cc(O)c4ncccc4c3)ccn2)CC1	-27	-12	17	-1.6	-5	41	-15	22	50	36	5
24	COc1ccc(S(=O)(=O)Nc2cccc(F)c2)cc1C	-4	-4	8	2.5	4	8	-1	8	-2	18	1
25	COc1ccc(C=O)cc1CSc1nnc(COc2cccc3cccnc23)o1	-51	5	18	-2.5	7	-4	-20	-1	6	3	1
26	COc1ccc(CN2CC[C@H]3C=CC[C@@H](C(=O)N4CCOCC4)[C@H]3C2=O)cc1OC	-1	-5	1	-0.7	-24	-1	-3	-4	-10	-5	0
27	O=C1C=C(Nc2ccc(Cl)cc2)CC(c2ccco2)C1 (stereo unspecified)	2	12	7	1.5	-2	5	6	-11	1	3	-4
28	COc1ccc2nc(CNC(=O)C3CCC(=O)N(CCc4ccccc4)C3)[nH]c2c1 (stereo unspecified)	4	5	3	-0.2	-27	5	6	-2	1	4	6
29	O=C(Nc1ccnn1C1CCN(Cc2ccc(F)cc2)CC1)C1CC1	-13	-1	7	0.2	14	8	3	-19	6	7	/
30	O=C(NCC1OCCc2ccccc21)c1ccc(NC(=O)c2ccc(Cl)cc2Cl)cc1 (stereo unspecified)	-18	-31	7	3.5	9	26	21	8	8	16	0
31	Cc1[nH]c2ccccc2c1C(=O)COc1ccccc1F	-38	10	-183	-0.3	-10	-91	1	-6	-37	-16	-2
32	COc1cccc(C2C(C#N)=C(N)N(N(C)C)C3=C2C(=O)CC(C)(C)C3)c1OC (stereo unspecified)	20	6	17	-0.9	-6	8	2	1	1	-8	0
33	CCOC(=O)Cc1csc(NC(=O)/C=C/c2ccc(Cl)cc2)n1	-9	4	-84	-0.7	-13	-129	55*	25	-14	-5	-1
34	Cc1cc(NC(=O)CN2CCCCC2)no1	-10	-18	8	0.6	22	-1	-5	4	3	7	2
35	COc1cc(C(C#N)N2CCOCC2)ccc1O (stereo unspecified)	-20	-4	11	-1.0	3	5	6	-12	4	-9	-2
36	CCOC(=O)c1cc(NC(=O)NCc2ccco2)c(C)nc1C	-8	3	-17	6.2	1	-19	-11	-2	2	-4	4
37	CC1CCN(C(=O)CN(c2ccc(Oc3ccccc3)cc2)S(C)(=O)=O)CC1	34	3	1	-0.3	-6	-5	4	5	9	33	-2
38	Cc1ccc(N2CC(C(=O)OCC(=O)Nc3ccc(Cl)cc3)CC2=O)cc1 (stereo unspecified)	-3	-1	3	-0.3	2	12	-4	3	-14	5	1
39	CC(=O)COc1ccc2oc(=O)cc(-c3cc4ccccc4o3)c2c1	25	4	12	0.2	-133	14	26	2	3	-11	4
40	Cc1ccc(NC(=O)c2ncn(CC(=O)NCc3ccc4c(c3)OCO4)n2)cc1C	-4	13	-235	6.2	2	-192	31	-13	-39	-15	/
41	CCCCn1c(=O)c(CCC(=O)OCC(=O)NCc2ccc(OC)c(OC)c2)nc2ccccc21	-20	0	12	-0.7	-6	15	-5	8	-12	5	-2
42	COc1ccc(Cl)cc1C(=O)NCC(=O)OCc1ccccc1	2	1	-6	-0.2	-3	3	-2	-2	-5	-6	-2
43	Cc1ccc(Cn2c(O)c(N=O)c3ccccc32)cc1	4	0	11	-3.2	36	25	1	2	2	14	2
44	O=C(CN1C(=O)NC2(CCCCC2)C1=O)Nc1ccccc1N1CCCC1	28	6	9	-0.6	14	1	-2	-14	0	-17	1

High-throughput results: PubChem, several laboratories

An excerpt, so the mix of outcomes need not match the whole.
